From PubChem
HIF-2a block – HIF-2a inhibition | 786-0 RCC cells HIF-2a reporter, luciferase luminescence, overnight | inhibition, % at 18.8 µM | actives 0.72% (n = 360,000) | AID 624352;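 active means inhibition of the luminescence signal of 40% or more relative to plate controls, in a single-dose primary screen at 18.75 µM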
Peg3 promoter – reduces Peg3 promoter-driven luciferase expression in HeLa. HeLa PEG-Prom luciferase reporter, luminescence, overnight. inhibition, % at 20 µM. actives 1.7% (n = 360,000). AID 588405;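 active means inhibition of at least 50% at 20 µM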
TWEAK-Fn14 inh – TWEAK-Fn14 signaling inhibition. TWEAK-stimulated Fn14 reporter cells, luciferase luminescence, 8 h. inhibition, % at 10 µM. actives 2% (n = 360,000). AID 1159606; in the data active means inhibition above about 50%
TROY NFkB inh – blocks TROY-dependent signaling in reporter cells | Q293 LMP1-TROYcd NF-kB luciferase reporter, 4 h | actives 0.98% (n = 360,000) | inhibition, % at 10 µM;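 active means compounds whose plate-normalised and pattern-corrected inhibition of the luciferase reporter signal at the single screening dose is 50% or more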
TRPM1 prom inh – MITF TRPM1 promoter inhibition in SK-MEL-5 cells; inhibition, % at 12.5 µM; actives 0.83% (n = 330,000); SK-MEL-5 TRPM1 promoter luciferase, 24 h;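 active means mean inhibition across replicates of 60% or more, whatever share of single replicates reaches that level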; further: values of inactives mirror those of a sister screen read the other way
CF NFkB inh – blocks PAF-induced NF-kB reporter in cystic fibrosis cells | inhibition, % at 5 µM | KKLEB NF-kB-GFP reporter, GFP fluorescence overnight | actives 0.86% (n = 360,000);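 active means at least 50% inhibition at 5 µM, scaled per plate between neutral and stimulator controls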;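 further: PAF is a Pseudomonas aeruginosa culture filtrate used as stimulus; plate controls were PAF-stimulated DMSO wells for no effect and unstimulated DMSO wells for full effect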
Shn3 3UTR inh – reduces Shn3 3'UTR luciferase signal in osteoblasts. inhibition, % at 12.5 µM. actives 0.52% (n = 360,000). Clone20 osteoblast Shn3 3'UTR firefly luciferase, 24 h;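 active means mean inhibition of at least 75% with every replicate also reaching 75%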;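 further: 0% = median of neutral control wells and 100% = pilot-screen positive control compound; some compounds past the cut are filed as inactive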
TRAIL sens C8 – sensitizes caspase-8 expressing cells to TRAIL. NB7+C8 cells + TRAIL, ATPlite viability luminescence. inhibition (viability loss, TRAIL sensitization), % at 10 µM. actives 1% (n = 360,000). AID 624354;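 active means compounds causing at least 50% loss of cell viability in the single-dose screen, relative to plate controls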
KKLEB cytotox – reduces viability of KKLEB cystic fibrosis airway cells | KKLEB CF airway cells viability, ATPlite luminescence, overnight; hits give low values; cells stimulated with P. aeruginosa culture filtrate | activity change (cytotoxicity), % at 5 µM | actives 0.36% (n = 360,000) | AID 602141;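 active means corrected activity change at or below -50% at 5 µM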
NR2E3 ag-1 – activates human NR2E3 receptor; CHO-S Gal4-NCOR/VP16-NR2E3 two-hybrid, luciferase; AID 602229; actives 0.35% (n = 360,000); inhibition of corepressor binding, % at 3.98 µM; Q9Y5X4;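 active means inhibition above the mean of all tested compounds plus 3 SD, cut at about 70% in these data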;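 further: 0% = DMSO with NR2E3 transfected cells and 100% = cells lacking NR2E3 construct; higher means lower luciferase signal from less NR2E3 corepressor binding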
Target sequence (Q9Y5X4 whole entry, looked up, the tested form may be a part): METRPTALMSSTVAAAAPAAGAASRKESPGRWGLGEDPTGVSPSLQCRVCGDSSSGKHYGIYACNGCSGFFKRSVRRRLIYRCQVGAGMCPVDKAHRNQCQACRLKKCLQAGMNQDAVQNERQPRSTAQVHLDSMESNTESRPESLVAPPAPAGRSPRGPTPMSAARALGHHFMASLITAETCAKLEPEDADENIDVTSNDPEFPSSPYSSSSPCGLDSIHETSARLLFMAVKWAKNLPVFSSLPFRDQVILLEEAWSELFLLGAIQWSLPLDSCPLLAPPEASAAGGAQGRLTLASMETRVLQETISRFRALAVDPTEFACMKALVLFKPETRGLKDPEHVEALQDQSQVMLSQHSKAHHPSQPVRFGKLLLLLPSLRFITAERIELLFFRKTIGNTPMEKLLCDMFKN
NR2E3 ag-2 – activates human photoreceptor nuclear receptor NR2E3 | Q9Y5X4 | GST-NR2E3/biotin-RetCOR TR-FRET, 1536-well | inhibition of corepressor binding, % at 4.78 µM | actives 0.12% (n = 320,000) | AID 2300;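 active means percent inhibition above the cutoff of mean plus 3 SD of all tested compounds, set per screening campaign, cut at about 20% in these data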;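 further: 0% = DMSO wells and 100% = biotin wells as full block of FRET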
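Material: NR2E3–RetCOR corepressor complex | Quantity: 1.35 nM GST-tagged NR2E3 final | Schedule: 5 h at 4 °C | Replication: Singlicate compound wells | Reagent: RetCOR corepressor, biotinylated, 7 nM | Controls: Biotin wells as high control, 0.6% DMSO wells as low control | Signal: TR-FRET, Eu(K)-anti-GST donor, streptavidin-D2 acceptor, ex 340, em 617/671 nm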
* = called active by the depositor; nt = not tested or not shown. Not all compounds are listed; the hit share may differ from the screen's.

Every second line gives: TRPM1 prom inh, CF NFkB inh, Shn3 3UTR inh, TWEAK-Fn14 inh, NR2E3 ag-1, HIF-2a block, TROY NFkB inh, TRAIL sens C8, KKLEB cytotox, Peg3 promoter, NR2E3 ag-2
- CCc1nonc1NC(=O)c1oc2cc(Br)ccc2c1C
  -42, -7, -16, -33, -13, -102, -40, 14, 1, -78, 14
- COc1ccc(/C=C2/SC(=S)N(CCCC(=O)N3CCN(C)CC3)C2=O)cc1
  9, 4, -51, 14, 5, 69*, 9, 50, 3, 5, 7
- COc1ccc(C2C(C(C)=O)=C(O)C(=O)N2c2cccnc2)cc1OC (stereo not drawn)
  -6, 1, -23, 10, -5, 3, -11, 2, 2, 3, 3
- CCCCN1CC[C@H]2C=CC[C@@H](C(=O)NCCc3ccccc3)[C@H]2C1=O
  -10, -15, -14, 11, -19, -2, -17, -3, 5, 15, 4
- Cc1cc(C(C)(C)C)cc(S(=O)(=O)NCCO)c1C
  5, 8, 2, 85*, 3, 14, nt, 0, 4, 18, 0
- CCN(CC)S(=O)(=O)c1ccc(/C(O)=C(\C#N)c2nc3ccccc3n2C)cc1
  3, -43, 23, -2, 8, -40, 28, 20, -2, 36, 4
- COc1cc(/C=C/C(=O)N2CCC=CC2=O)cc(OC)c1OC
  92*, 81*, 38, 92*, 18, 94*, 40, 37, 16, 104*, 2
- CCn1cc(CNC(=O)c2cc(-c3cc(OC)ccc3OC)nc3ccccc23)c(C)n1
  13, -9, 2, 14, 0, 11, 3, -5, -9, 15, 0
- COc1ccc(N2CCN(C(=O)CCc3c[nH]c4ccccc34)CC2)cc1
  -4, -5, -3, -3, -32, 11, -7, -6, 11, 6, 1
- CCN(CC)CCN(C(=O)c1ccc(N2C(=O)CCC2=O)cc1)c1nc2cc3c(cc2s1)OCCO3
  6, -5, -22, -10, -38, -49, 4, 24, -5, -56, 0
- CC1(C)N=C(N)N=C(N)N1c1ccc(F)cc1F
  -11, -4, 2, -9, 0, 16, -16, -11, 5, 15, -2
- CC1=C(C(=O)OC(C)C)C(c2ccc(Cl)cc2)n2c(sc(=Cc3ccc(OCC(=O)O)cc3)c2=O)=N1 (stereo not drawn)
  nt, 15, -4, 25, 2, -3, 5, 17, 2, 3, nt
- Cc1ccc(NC(=O)CCn2cccc2)cc1C
  -10, 10, -2, -1, 19, -36, -4, 14, -8, -26, -1
- COc1cccc(N2C(=O)CC(c3c[nH]c4ccccc34)C2=O)c1 (stereo not drawn)
  3, -14, -4, -8, -5, -42, -38, -16, 13, -5, 5
- C=CCC1C=C(Cc2ccccc2)CC(CC=C)N1 (stereo not drawn)
  -17, -10, 2, -12, 15, 6, 8, 3, -2, 7, 3
- CC1CCCN(C(=O)COC(=O)C2CCN(S(=O)(=O)c3ccc4c(c3)OCCO4)CC2)C1 (stereo not drawn)
  -4, 8, 9, 1, 2, 5, 0, 3, 7, -11, 2
- O=C(COCc1cc(-c2ccc3c(c2)OCO3)on1)Nc1cccnc1
  -19, 25, -32, 27, -14, -21, -19, -23, -10, 8, -1
- Cc1sc2nc(C3CC3)nc(N3CCN(C(=O)c4ccc(F)cc4)CC3)c2c1C
  11, 1, 5, 4, -10, 15, -10, -11, 0, 17, 0
- CN(C(=O)c1ccccc1C(=O)OCC(=O)NCc1ccccc1)C1CCCCC1
  12, 8, 4, 9, 12, 15, -2, -7, -2, 11, 0
- CC/C(=C1/C(=O)CC(C)(C)C(C(=O)OC)C1=O)N1CCCC1 (stereo not drawn)
  -13, -3, -10, 9, -2, 17, 12, -3, -1, 7, -3
- Cc1ccc(C(=O)Nc2ccc3c(c2)OCO3)cc1S(=O)(=O)N1CCCCC1
  -22, 13, -31, 7, -57, -123, -24, 1, 6, -173, 5
- CCOc1ccc(NC(=O)CN(C)C(=O)c2cc(C3CC3)nn2-c2ccccc2)cc1OCC
  8, -14, -25, -3, 5, 10, 6, -11, 2, -5, nt
- CC1(C(=O)O)CCC(C(=O)Nc2ccccc2O)C1(C)C (stereo not drawn)
  9, 13, 1, 3, 14, 18, -1, 1, -4, 25, -3
- COc1cccc(-c2cc(=O)c3cc(NC(C)=O)ccc3[nH]2)c1
  -10, 16, -24, 14, -11, -38, -1, 20, -8, -4, 4
- Cc1ccc(O)c(C2=NNC(O)(C(F)(F)F)C2)c1 (stereo not drawn)
  -2, 6, -18, 31, 4, -61, -7, -4, 12, -22, -3
- CCOC(=O)/C(=C\C=C\c1ccccc1)NC(=O)c1ccccc1
  3, 6, -5, -6, 0, -43, -5, 0, 8, -27, -5
- Cc1cc([N+](=O)[O-])nn1CC(=O)NNC(=S)Nc1ccc(F)cc1
  -6, -18, -4, -8, -7, 9, -8, 1, 1, 9, 0
- CC(=O)Nc1ccc(S(=O)(=O)/N=C2/NC(=O)/C(=C\c3ccco3)S2)cc1
  -40, 8, -2, 9, 5, 9, -5, 1, 1, -7, 0
- CCOC(=O)C1(C)CCCN(C(=O)Cc2ccc3ccccc3c2)C1 (stereo not drawn)
  nt, 9, -27, -8, 9, -11, -6, 7, 7, 2, nt
- COc1ccc(NC(=S)NNS(=O)(=O)c2ccc3ccccc3c2)c(OC)c1
  -2, 6, -12, 2, -27, 7, -5, -1, 7, -2, 7

Grouped by structure: the compounds so far with a furan ring, fused or not.
Every second line gives: TRPM1 prom inh, CF NFkB inh, Shn3 3UTR inh, TWEAK-Fn14 inh, NR2E3 ag-1, HIF-2a block, TROY NFkB inh, TRAIL sens C8, KKLEB cytotox, Peg3 promoter, NR2E3 ag-2
- CCc1nonc1NC(=O)c1oc2cc(Br)ccc2c1C
  -42, -7, -16, -33, -13, -102, -40, 14, 1, -78, 14
- CC(=O)Nc1ccc(S(=O)(=O)/N=C2/NC(=O)/C(=C\c3ccco3)S2)cc1
  -40, 8, -2, 9, 5, 9, -5, 1, 1, -7, 0

Further results
Every second line gives: TRPM1 prom inh, CF NFkB inh, Shn3 3UTR inh, TWEAK-Fn14 inh, NR2E3 ag-1, HIF-2a block, TROY NFkB inh, TRAIL sens C8, KKLEB cytotox, Peg3 promoter, NR2E3 ag-2
- Cc1ccc(C(=O)Nc2ccc(Nc3ccccc3)cc2)cc1Br
  nt, 1, 0, -6, -33, -66, -24, 7, -6, -43, 3
- Cc1ccccc1NC(=O)Cc1nc(COC(=O)c2cccc(O)c2)cs1
  nt, 16, 12, 0, 5, 0, -17, -11, -5, 8, 4
- COc1ccc(C2CC(=O)C(C=NCCCN3CCOCC3)=C(O)C2)cc1 (stereo not drawn)
  -7, 5, -3, -3, 10, 7, -20, -8, 3, 8, 3
- Cc1ccc(CNC(=O)CSCc2cccc(F)c2)cc1
  -17, 1, -23, -17, -70, -158, -42, -11, -15, -84, -2
- COCCN(CC1CCCN(C2Cc3ccccc3C2)C1)C(=O)CCSC (stereo not drawn)
  4, -10, 9, 7, -13, 5, 1, -6, 2, 19, -3
- CCCC(=O)Nc1ccc2nc(C)n(Cc3ccccc3Cl)c(=O)c2c1
  -1, 8, 3, -25, -3, 7, 10, 4, -12, 12, 1
- CC(Oc1ccc(Cl)cc1)C(=O)Nc1sccc1C(N)=O (stereo not drawn)
  14, 5, 5, 27, 5, -11, 23, 2, 3, 10, 3
- CCCn1nnc(NC(=O)c2ccc(F)cc2)n1
  -44, -14, -31, -32, -28, -108, -19, 3, 13, -88, 0
- CC1CN(S(=O)(=O)c2cccc(-c3cn4ccccc4n3)c2)CC(C)O1 (stereo not drawn)
  -3, 13, 3, 27, -7, 3, -13, 7, -2, 26, 2
- O=C(CN1CCOCCOCCOCC1)Nc1ccccc1
  5, -18, -6, -20, -4, 6, -13, 2, 8, -5, 3

Pulled by structure from the list above, 6 records:
Every second line gives: TRPM1 prom inh, CF NFkB inh, Shn3 3UTR inh, TWEAK-Fn14 inh, NR2E3 ag-1, HIF-2a block, TROY NFkB inh, TRAIL sens C8, KKLEB cytotox, Peg3 promoter, NR2E3 ag-2
- Cc1ccc(C(=O)Nc2ccc(Nc3ccccc3)cc2)cc1Br
  nt, 1, 0, -6, -33, -66, -24, 7, -6, -43, 3
- Cc1ccc(CNC(=O)CSCc2cccc(F)c2)cc1
  -17, 1, -23, -17, -70, -158, -42, -11, -15, -84, -2
- CCCn1nnc(NC(=O)c2ccc(F)cc2)n1
  -44, -14, -31, -32, -28, -108, -19, 3, 13, -88, 0
- O=C(CN1CCOCCOCCOCC1)Nc1ccccc1
  5, -18, -6, -20, -4, 6, -13, 2, 8, -5, 3
- CC1CN(S(=O)(=O)c2cccc(-c3cn4ccccc4n3)c2)CC(C)O1 (stereo not drawn)
  -3, 13, 3, 27, -7, 3, -13, 7, -2, 26, 2
- Cc1ccccc1NC(=O)Cc1nc(COC(=O)c2cccc(O)c2)cs1
  nt, 16, 12, 0, 5, 0, -17, -11, -5, 8, 4

(cont.)
Every second line gives: TRPM1 prom inh, CF NFkB inh, Shn3 3UTR inh, TWEAK-Fn14 inh, NR2E3 ag-1, HIF-2a block, TROY NFkB inh, TRAIL sens C8, KKLEB cytotox, Peg3 promoter, NR2E3 ag-2
- CCCCC(=O)N(C)c1c(CC)nc2c(OCc3ccc(C#N)cc3)cccn12
  nt, 13, -18, 19, -4, 8, 11, -8, 4, 15, nt
- COc1cc(CNCC2CCCO2)ccc1OCC(N)=O (stereo not drawn)
  -7, 6, -8, 1, 7, 18, 16, 1, 0, 7, -1
- O=C(NCCCn1ccnc1)C1CCN(S(=O)(=O)c2ccc(F)cc2)CC1
  1, -14, -10, 86*, -28, 11, -7, -5, 0, -6, 2
- CCN(CC)C(=O)CSc1nc2nc(C)cc(C)c2c(=O)[nH]1
  12, -24, 13, 4, -7, 2, 3, 5, -2, 14, 2
- CCN(C(=O)COC(=O)CCC(=O)c1cccs1)C1CCCCC1
  -10, -5, -14, -5, 7, -2, 10, 3, 6, -3, nt
- COc1ccc(Br)c(Cn2c(C)c(C(=O)NCc3ccccc3C(F)(F)F)sc2=O)c1
  nt, 20, 4, 13, 10, 6, 69*, 2, -13, 14, nt
- O=C(CNC(=O)c1ccco1)Nc1ccc(OC(F)F)cc1
  1, 8, 14, 4, 0, 21, -32, -1, -16, 14, nt
- CCCn1c(SC(C)C(=O)NCC2CCCO2)nc2sc3c(c2c1=O)CCC3 (stereo not drawn)
  3, -11, -1, -5, -28, -4, 9, -1, -4, 0, 0
- CCCn1c(C(C)NS(=O)(=O)c2ccccc2)n[nH]c1=S (stereo not drawn)
  -1, 2, 1, 0, -8, 6, -1, -17, -1, 1, 0
- C=C1C(=O)C=C[C@]2(C)C[C@@H]3OC(=O)[C@](C)(O)[C@H]3C[C@@H]12
  nt, 5, 45, 55*, 63, 40*, -4, 33, 24, 91*, 3
